# M5 ag: CHRM5 agonism in calcium assay; P08912; CHO-K1 hM5 cells, Fluo-8 calcium fluorescence; 0% DMSO wells, 100% maximal acetylcholine response; activation, % at 3 µM; 0.19% of 360,000 active; AID 624037;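 active = activation above the run's mean over test compounds plus 3 SD, cut at about 23% in these data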;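 also: signal is peak over basal fluorescence ratio across the kinetic read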
# Target sequence (P08912 whole entry, looked up): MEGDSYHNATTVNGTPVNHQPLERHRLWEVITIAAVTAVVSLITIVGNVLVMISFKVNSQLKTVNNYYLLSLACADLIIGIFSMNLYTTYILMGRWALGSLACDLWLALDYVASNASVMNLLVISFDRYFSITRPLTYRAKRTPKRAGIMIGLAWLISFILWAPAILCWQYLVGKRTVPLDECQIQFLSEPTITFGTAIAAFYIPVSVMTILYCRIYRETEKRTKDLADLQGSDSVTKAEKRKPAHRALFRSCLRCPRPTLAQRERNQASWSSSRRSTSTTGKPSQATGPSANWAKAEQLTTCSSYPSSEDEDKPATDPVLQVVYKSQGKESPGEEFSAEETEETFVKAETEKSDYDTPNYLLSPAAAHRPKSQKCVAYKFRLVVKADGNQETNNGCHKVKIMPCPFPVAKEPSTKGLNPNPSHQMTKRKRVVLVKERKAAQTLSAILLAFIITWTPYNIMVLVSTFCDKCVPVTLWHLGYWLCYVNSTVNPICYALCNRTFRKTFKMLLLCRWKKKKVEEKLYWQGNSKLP
# CRFR2-BP antag: CRF-BP/CRF-R2 complex antagonism; HEK293 CRF-R2/CRF-BP, CRF-induced calcium fluorescence; inhibition, % at 11.8 µM; 0.59% of 350,000 active; AID 588475;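 active = inhibition of the ligand-induced calcium signal above about 50% at the single tested concentration, limit read from the data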
# CHRM5 antagonist: blocks acetylcholine activation of human M5 receptor. P08912. CHO-hM5 cells, Fluo-8 calcium fluorescence, ACh EC80. inhibition, % at 3 µM. 0.59% of 360,000 active. AID 624040;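 active = inhibition above a per-plate cutoff, the mean of that plate's test compounds plus 3 SD, cut at about 27% in these data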;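 also: 0% = acetylcholine EC80 with DMSO and 100% = DMSO without agonist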
# CRFBP-R2 agonist: CRF-BP/CRF-R2 complex agonism; HEK293 CRF-R2/CRF-BP, calcium dye fluorescence (FLIPR); percent of saturating CRF peptide response; activation, % at 13.2 µM; 0.46% of 350,000 active; AID 588473;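 active = activation of at least 50%, plus an integration ratio under a set limit after plate pattern correction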;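 also: plate controls were neutral control wells without compound for no effect and CRF at EC100 for full effect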
# CHRM5 PAM: potentiates acetylcholine response at human M5 receptor; 0.3% of 360,000 active; CHO-K1 hM5, Fluo-8 calcium, ACh EC20 PAM; 0% = ACh EC20, 100% = ACh EC100; activation, % at 3 µM; AID 624038; P08912;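 active = activation above the run cutoff, the mean activation of all test compounds plus 3 SD, cut at about 18% in these data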
#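 Probe or stimulus: acetylcholine, EC20 level; Assay system: human M5 receptor in CHO-K1 cells; Schedule: compound preincubation 140 s before EC20 acetylcholine addition; Technique: intracellular calcium via Fluo-8 fluorescence; Dosing: single-point, 3 µM nominal; Read-out basis: percent activation from peak-over-basal fluorescence ratio, scaled EC20-to-EC100 acetylcholine; Repeats: one well per compound, no replicates.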
# IDE cell inh: inhibitors of human insulin-degrading enzyme in cells | inhibition, % at 5.59 µM | AID 434962 | 0.41% of 320,000 active | HEK cells, FAbetaB cleavage, fluorescence polarization | P14735;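 active = percent inhibition above the average of all tested compounds plus 3 SD, set per screening campaign, cut at about 16% in these data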;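 also: IDE supplied by intact live HEK cells; FP after avidin binding of uncleaved biotin substrate so inhibition keeps polarization high; 0% = DMSO wells and 100% = 60 µM reference IDE inhibitor Ii1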
# M4 ag: agonists of human muscarinic M4 receptor (CHRM4); CHO-K1 hM4/Gqi5, Fluo-8 calcium fluorescence; vehicle 0%, full acetylcholine response 100%; activation, % at 3 µM; 0.14% of 360,000 active; P08173;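 active = activation above the run mean over all test wells plus 3 SD, cut at about 32% in these data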;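 also: peak over basal fluorescence ratio per well then scaled between controls; 0% = DMSO wells and 100% = acetylcholine at EC100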
# Target sequence (P08173 whole entry, looked up): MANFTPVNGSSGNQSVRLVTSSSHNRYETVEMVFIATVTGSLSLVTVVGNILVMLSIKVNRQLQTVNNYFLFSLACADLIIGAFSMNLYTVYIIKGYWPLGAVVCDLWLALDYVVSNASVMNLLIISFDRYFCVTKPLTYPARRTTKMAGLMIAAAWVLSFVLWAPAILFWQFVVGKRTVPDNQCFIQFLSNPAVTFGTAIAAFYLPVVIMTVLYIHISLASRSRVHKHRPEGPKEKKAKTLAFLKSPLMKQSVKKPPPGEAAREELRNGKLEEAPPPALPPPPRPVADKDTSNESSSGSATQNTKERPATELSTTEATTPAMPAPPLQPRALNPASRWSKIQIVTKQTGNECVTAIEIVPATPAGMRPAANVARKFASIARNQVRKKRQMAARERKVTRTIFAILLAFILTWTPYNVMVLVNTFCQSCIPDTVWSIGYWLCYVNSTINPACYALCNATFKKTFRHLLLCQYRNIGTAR
# CHRM4 PAM: positive allosteric modulators of human muscarinic M4 receptor; P08173; CHO-K1 hM4/Gqi5, Fluo-8 calcium fluorescence, ACh EC20; 0% = ACh EC20, 100% = maximal ACh; activation, % at 3 µM; 0.4% of 360,000 active; AID 624126;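 active = activation above its plate's cutoff, the mean activation of sample wells plus 3 SD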; also: some results filed as inactive read as strong as hits
# M4 antag: CHRM4 antagonism in calcium assay; P08173; CHO-hM4 cells, ACh EC80, Fluo-8 calcium fluorescence; inhibition, % at 3 µM; 0.73% of 360,000 active; AID 624125;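 active = inhibition above its plate's cutoff, the mean inhibition of sample wells plus 3 SD, cut at about 27% in these data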;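 also: 0% = acetylcholine EC80 with DMSO and 100% = DMSO without agonist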
# * hit, by the source's call; x = no result given.
# Start of the data: the first 2 compounds, ahead of the listing:
cpd	SMILES	M5 ag	CRFR2-BP antag	CHRM5 antagonist	CRFBP-R2 agonist	CHRM5 PAM	IDE cell inh	M4 ag	CHRM4 PAM	M4 antag
1	CCOC(=O)/C(C#N)=C(\N)C(C)C(=O)Nc1ccccn1 (stereo unspecified)	-2	1	3	0.5	-3	0	2	-2	-13
2	CCc1ccccc1N(CC(=O)OC)S(C)(=O)=O	0	4	14	-1.6	-6	8	0	-5	12

# Results, from the first entry:
cpd	SMILES	M5 ag	CRFR2-BP antag	CHRM5 antagonist	CRFBP-R2 agonist	CHRM5 PAM	IDE cell inh	M4 ag	CHRM4 PAM	M4 antag
1	CCOC(=O)/C(C#N)=C(\N)C(C)C(=O)Nc1ccccn1 (stereo unspecified)	-2	1	3	0.5	-3	0	2	-2	-13
2	CCc1ccccc1N(CC(=O)OC)S(C)(=O)=O	0	4	14	-1.6	-6	8	0	-5	12
3	Cc1sc(N/N=C/C=C/c2ccccc2)nc1-c1ccccc1	-4	-11	-3	0.1	9	3	1	9	-3
4	Cc1ccc(OCC(=O)Nc2ccc(F)cc2)c([N+](=O)[O-])n1	-3	-1	0	-1.3	5	5	1	-5	4
5	O=c1c2ccccc2sn1-c1cc(S(=O)(=O)N2CCOCC2)ccc1N1CCOCC1	13	-21	-4	-0.8	-3	59*	18	-2	3
6	c1ccc2c(c1)oc1c(N3CCN(Cc4ccc5c(c4)OCO5)CC3)ncnc12	1	6	15	2.0	-17	x	7	-10	-7
7	CC(C)N1CCC(N2CCN(Cc3cc4c(cc3Cl)OCO4)CC2CCO)CC1 (stereo unspecified)	-5	17	-2	0.5	-4	1	0	-1	-3
8	COCCn1nnnc1C(c1ccccn1)N1CCN(c2cc(Cl)ccc2C)CC1 (stereo unspecified)	-5	-29	-8	0.1	-5	2	2	-6	-1
9	Cc1ccc(C(=O)Nc2nnc(C)s2)o1	4	-10	-5	1.1	6	-2	1	8	-2
10	COc1ccc2c(C(=O)NCCCCO)c(-c3ccc(S(C)(=O)=O)cc3)sc2c1	2	1	8	-0.1	-4	2	9	3	-9

# Just CHRM5 PAM and CHRM5 antagonist, for 4 of the compounds above:
no. | molecule | CHRM5 PAM | CHRM5 antagonist
6 | c1ccc2c(c1)oc1c(N3CCN(Cc4ccc5c(c4)OCO5)CC3)ncnc12 | -17 | 15
9 | Cc1ccc(C(=O)Nc2nnc(C)s2)o1 | 6 | -5
1 | CCOC(=O)/C(C#N)=C(\N)C(C)C(=O)Nc1ccccn1 (stereo unspecified) | -3 | 3
8 | COCCn1nnnc1C(c1ccccn1)N1CCN(c2cc(Cl)ccc2C)CC1 (stereo unspecified) | -5 | -8

# Part of the list above, with values under each structure.
# Values in the order – M5 ag | CRFR2-BP antag | CHRM5 antagonist | CRFBP-R2 agonist | CHRM5 PAM | IDE cell inh | M4 ag | CHRM4 PAM | M4 antag
(1) CCOC(=O)/C(C#N)=C(\N)C(C)C(=O)Nc1ccccn1 (stereo unspecified)
→ -2 | 1 | 3 | 0.5 | -3 | 0 | 2 | -2 | -13
(2) CCc1ccccc1N(CC(=O)OC)S(C)(=O)=O
→ 0 | 4 | 14 | -1.6 | -6 | 8 | 0 | -5 | 12
(3) Cc1sc(N/N=C/C=C/c2ccccc2)nc1-c1ccccc1
→ -4 | -11 | -3 | 0.1 | 9 | 3 | 1 | 9 | -3
(4) Cc1ccc(OCC(=O)Nc2ccc(F)cc2)c([N+](=O)[O-])n1
→ -3 | -1 | 0 | -1.3 | 5 | 5 | 1 | -5 | 4

# (list continues)
cpd	SMILES	M5 ag	CRFR2-BP antag	CHRM5 antagonist	CRFBP-R2 agonist	CHRM5 PAM	IDE cell inh	M4 ag	CHRM4 PAM	M4 antag
11	O=C(Nc1ccccc1OC(F)F)c1ccc(N2CCCC2=O)cc1	0	7	2	-0.4	0	x	1	2	2
12	Cc1nn(Cc2noc(C(=O)NCC3CCCO3)n2)c(C)c1Br (stereo unspecified)	-3	21	5	-1.7	0	1	1	4	-10
13	CCCCN(C)C(=O)c1sc(=O)n(Cc2cc(Cl)ccc2OC)c1C	-1	x	-1	x	-2	x	2	4	-4
14	Nc1c(C(=O)Nc2ccccc2F)sc2nc(-c3cccnc3)ccc12	-1	-24	7	1.8	-6	0	12	-3	-4
15	COC(=O)N1C2CCCCC2=NN(c2ccccc2)N1C(=O)OC (stereo unspecified)	0	x	-3	x	-1	x	0	4	8
16	CCC(=O)N1CCN(c2ccc(NC(=O)COc3ccc(C)cc3C)cc2)CC1	2	-11	6	1.7	-1	5	8	-6	5
17	CSc1ccccc1C(=O)OCC(=O)N1CCN(C(C)=O)CC1	3	2	9	-0.6	5	-4	2	14	-7
18	Nc1nnnn1/N=C/c1ccc(Cl)cc1	-2	8	11	-2.5	-6	-4	0	2	-1
19	CCOC(=O)c1c(C)[nH]c(C)c1C(=O)CSc1nc2ccccc2c(=O)n1-c1ccc(Cl)cc1	-1	-15	3	2.0	-8	13	4	-5	-2
20	O=C(NC1CCCCCC1)c1ccc(CS(=O)(=O)Cc2ccc(F)cc2)o1	-5	7	7	0.3	-1	5	1	0	3
21	CCN1C(=O)C(O)(CC(=O)c2ccc3c(c2)OCCO3)c2ccccc21 (stereo unspecified)	3	9	2	0.1	1	0	1	0	7
22	O=C(Nc1ccccc1-c1ccccc1)c1ccccc1Br	-10	-13	12	-7.0	0	-5	-1	-9	2
23	COc1cccc(NC(=O)C(=O)NCC2CCCN2S(=O)(=O)c2cccs2)c1 (stereo unspecified)	0	12	4	3.1	-4	x	6	-12	21
24	COC(=O)c1cc2sccc2n1CC(=O)Nc1ccc(OC)c(OC)c1OC	3	-2	-2	0.3	-6	-2	4	-8	10
25	O=C(NNC(=S)Nc1ccccc1C(F)(F)F)c1ccc(Br)o1	-3	-2	-4	-0.7	-10	-1	3	-7	3
26	COc1ccc(C)cc1NC(=O)CN(C)S(=O)(=O)c1cnc[nH]1	3	-2	-17	0.3	5	0	0	-8	-5
27	CSc1nnc(-c2ccccc2)n1N	0	-35	1	-0.1	2	x	0	0	4
28	Cc1ccccc1N=C1Nc2ccccc2N[C@]12C[C@H]1CCC(=O)N3CC[C@@H](C2)[C@@H]13	3	-5	1	-0.6	-2	x	1	4	2
29	O=S(=O)(N/N=C\c1cccnc1)c1ccccc1	1	25	5	-2.2	-2	0	0	-3	-9
30	COc1cc2cc(C(=O)N3CCOCC3)cc(-c3ccc(C)cc3)c2cc1OC	-3	-40	10	1.8	-7	3	5	-7	-4
31	CN(CC(=O)NCCN1CCN(c2ccccc2)CC1)S(=O)(=O)c1ccc2c(c1)CCC(=O)N2	1	3	2	-0.4	-2	3	1	2	-7
32	CCc1nc2ccc(C(=O)Nc3cccc(NS(C)(=O)=O)c3)cn2c1N(C)CCN1CCOCC1	-2	x	-4	x	0	x	2	2	-31
33	COC(=O)C1CCN(Cc2cn(-c3ccccc3)nc2-c2ccc3c(c2)OCO3)CC1	3	21	6	0.1	-5	3	7	-6	0
34	O=C(NCC(=O)N1CCOCC1)OCc1ccccc1	-3	-17	-4	-0.1	6	-1	0	4	-6
35	Cc1c(-c2ccc(Cl)cc2)[n+](=O)c2c(n1[O-])CCCC2	0	-8	7	-0.7	5	-2	0	2	-5
36	C#CC(CC)(CC)NC(=O)c1c(C)noc1C	1	4	-3	0.0	3	-1	1	0	3
37	CC(=O)c1cnc2cc(C)nn2c1C	-1	4	-8	-1.9	6	4	1	6	-3
38	N#C/C(=C\c1cc([N+](=O)[O-])c(N2CCCCC2)cc1N1CCCCC1)c1nn(-c2ccccc2)c(N)c1C#N	-2	3	1	4.2	-6	3	0	0	10
39	COC(=O)c1sccc1NC(=S)OC	0	-5	9	-2.7	3	12	0	9	3
40	O=C(O)C1C(C(=O)Nc2ccc(Cl)cc2)C2C=CC1C21CC1 (stereo unspecified)	3	1	2	-0.1	-1	-7	0	2	5
41	CCn1c(-c2cccn(Cc3ccccc3)c2=O)n[nH]c1=S	4	-20	5	-3.7	11	1	2	8	-4
42	C[C@@H]1CN([C@@H](C)CO)C(=O)Cc2cc(NC(=O)Nc3ccc4c(c3)OCO4)ccc2O[C@@H]1CN(C)C(=O)NC1CCCCC1	-2	1	-10	6.6	3	2	1	-4	-9
43	CN(C(=O)CCc1nnc(CCCCc2ccccc2)o1)C1CC(C)(C)NC(C)(C)C1	-5	3	-1	2.8	-10	-1	0	-3	-5
44	CC(C)(C)[C@@H]1COC(=O)[C@H](Cc2ccc(F)cc2)CC/C=C\C[C@@H](CC(=O)N(CCO)Cc2ccccc2)C(=O)N1	5	-8	6	-1.3	-5	1	11	-4	5
45	COc1ccc(C)cc1S(=O)(=O)N(CC(=O)Nc1ccc2c(c1)OCCO2)Cc1ccccc1	-1	3	11	0.2	-5	1	4	-17	0
46	COC(=O)[C@@]12C[C@@H](CC(=O)NCc3ccccc3)C(=O)N(CCc3ccc(OC)c(OC)c3)C1=CCC(C)(C)C2	5	x	11	x	-8	x	18	6	1
47	CC1(C)C2CCC(CN)C1C2 (stereo unspecified)	0	13	-3	2.3	1	x	0	-1	-1
48	CCOc1cc(NC(=S)NCCCN2CCOCC2)c(OCC)cc1NC(=O)C(C)C	-2	16	-1	-0.9	0	4	1	-1	-2
49	COc1ccc(CNC(=O)CC2C(=O)NCCN2CC(C)(C)C)c(OC)c1 (stereo unspecified)	1	12	9	-0.7	-13	-2	9	-9	-10
50	CCOC(=O)C1=C[C@@H](C(C)(C)C)N(S(=O)(=O)c2ccc(C)cc2)[C@H]1c1ccc(C)cc1	1	x	2	x	-4	x	-1	-10	3
51	COc1ccc2nc(SCC(=O)NCc3ccc(OC)c(OC)c3)[nH]c2c1	-3	2	12	0.2	0	4	1	4	-10
52	N#Cc1c(-c2ccccc2)nc(SCc2cccc(C(F)(F)F)c2)[nH]c1=O	-1	44	-4	-0.6	-2	-3	-1	6	-8
53	Cc1nn(CC(=O)Nc2ccc(S(=O)(=O)N(C)C)cc2)c(C)c1[N+](=O)[O-]	-4	-15	-2	-0.3	5	7	1	-1	4
54	CCc1ccc(NC(=O)C(=O)NCCN2CCN(C(=O)c3ccco3)CC2)cc1	-1	0	-5	-0.8	3	5	1	4	-1
55	CCCn1c(SCC(=O)NC2CCCC(C)C2C)n[nH]c1=O (stereo unspecified)	0	11	0	0.8	-4	-2	0	5	2
56	Brc1ccccc1-n1nnc(-c2nccs2)n1	-1	2	-3	-0.8	7	-2	8	11	-15
57	O=C(CC1Sc2ccccc2NC1=O)OCc1cc(=O)oc2cc(O)ccc12 (stereo unspecified)	8	-6	14	-1.1	-16	0	12	-14	7
58	CCN1CCN(c2ccc(NC(=O)COc3ccccc3Cl)cc2)CC1	-8	-30	0	3.2	-7	5	1	-9	10
59	CSc1ccccc1OCc1cc(C(=O)N2CCC(c3ccncc3)CC2)no1	1	x	10	x	-18	2	15	-12	13
60	O=C(/C=C\Nc1ccc(S(=O)(=O)Nc2ncccn2)cc1)c1cccc2ccccc12	5	-3	2	-0.8	9	13	1	3	-3
